High-throughput results from PubChem BioAssay.
thrombin 1536: blocks human thrombin protease activity; AID 1046; 0.26% of 220,000 active; P00734; alpha-thrombin, Boc-VPR-AMC fluorogenic substrate cleavage; inhibition, % at 5 µM;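 active = inhibition at or above 40%; inactive = inhibition below 40%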;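 also: 0% = enzyme with no compound and 100% = wells without enzyme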
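System – human alpha-thrombin protein · Reagent – Boc-VPR-AMC substrate, 15 µM final · Compound – 5 µM single dose in 0.2% DMSO · Schedule – reaction at room temperature · Technique – AMC fluorescence at 355 nm excitation and 460 nm emission · Read-out basis – % inhibition relative to enzyme controls and enzyme-free blanks · Control set – no-compound enzyme wells and no-enzyme blanks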
Wee1 degr inh: human Wee1 degradation inhibition, primary screen | P30291 | HeLa Luc-Wee1K328M stability, luciferase luminescence; 100% = proteasome inhibitor MG132 effect | reporter increase, % at 5 µM | 1.2% of 220,000 active;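 active = activation above the mean of all tested compounds plus 3 SD, set per screening run, cut at about 8.8% in these data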;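 also: cells exposed to compound for 20 h before luminescence read; 0% = DMSO alone and 100% = MG132 at 30 µM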
PERK inhibitor: blocks human PERK kinase; Q9NZJ5; CHO PERK-DD fusion, SEAP luminescence translation reporter; inhibition, % at 5.6 µM; 0.17% of 220,000 active;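 active = inhibition above the mean inhibition of all tested compounds plus 3 SD, set separately per screening campaign, cut at about 2.9% in these data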;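 also: PERK kinase domain activated by AP20187 dimerizer at 100 nM; 0% = DMSO with dimerizer and 100% = rapamycin at 8.4 µM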
KLK5 inh: inhibitors of human kallikrein 5. recombinant hK5, fluorogenic AMC substrate cleavage. inhibition, % at 5 µM. 0.59% of 210,000 active;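 active = inhibition of 40% or more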;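 also: 0% = enzyme controls without compound and 100% = no-enzyme blanks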
Furin inh: blocks human furin protease activity | P09958 | purified furin, fluorogenic substrate cleavage | inhibition, % at 30 µM | 0.061% of 220,000 active; in the data active = inhibition above about 25%; also: inactives centre near -15
FXIa inh: blocks human coagulation factor XIa protease activity | 0.14% of 220,000 active | inhibition, % at 5 µM | purified FXIa, Boc-Glu-Ala-Arg-AMC fluorogenic substrate;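 active = inhibition of at least 40%; inactive = inhibition below 40%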;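 also: fluorescence of freed AMC excited at 355 nm; 0% = enzyme without compound and 100% = no enzyme blank; many of its hits are not listed in these tables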
FXIIa inh: blocks human coagulation factor XIIa protease activity; purified FXIIa, Boc-QGR-AMC fluorogenic substrate, 2 h; inhibition, % at 5 µM; 0.3% of 220,000 active; in the data active = inhibition above about 40%;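 also: 0% = enzyme with no compound and 100% = blank without enzyme; many of its hits are not listed in these tables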
KCC2 mod: modulates chloride dependent transport by human KCC2; B-score of Tl+ flux slope (higher = more flux/activation; lower = inhibition) at 10 µM; Q9H2X9; KCC2 cells, thallium flux FluoZin-2 fluorescence; AID 1456; 2.2% of 190,000 active;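 active = thallium flux slope and its plate-corrected score both differing from the plate sample mean at a set confidence after two filtering rounds, in either direction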;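 also: slope of fluorescence scaled to starting intensity during 10 to 20 s after thallium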
Target sequence (Q9H2X9 whole entry, looked up): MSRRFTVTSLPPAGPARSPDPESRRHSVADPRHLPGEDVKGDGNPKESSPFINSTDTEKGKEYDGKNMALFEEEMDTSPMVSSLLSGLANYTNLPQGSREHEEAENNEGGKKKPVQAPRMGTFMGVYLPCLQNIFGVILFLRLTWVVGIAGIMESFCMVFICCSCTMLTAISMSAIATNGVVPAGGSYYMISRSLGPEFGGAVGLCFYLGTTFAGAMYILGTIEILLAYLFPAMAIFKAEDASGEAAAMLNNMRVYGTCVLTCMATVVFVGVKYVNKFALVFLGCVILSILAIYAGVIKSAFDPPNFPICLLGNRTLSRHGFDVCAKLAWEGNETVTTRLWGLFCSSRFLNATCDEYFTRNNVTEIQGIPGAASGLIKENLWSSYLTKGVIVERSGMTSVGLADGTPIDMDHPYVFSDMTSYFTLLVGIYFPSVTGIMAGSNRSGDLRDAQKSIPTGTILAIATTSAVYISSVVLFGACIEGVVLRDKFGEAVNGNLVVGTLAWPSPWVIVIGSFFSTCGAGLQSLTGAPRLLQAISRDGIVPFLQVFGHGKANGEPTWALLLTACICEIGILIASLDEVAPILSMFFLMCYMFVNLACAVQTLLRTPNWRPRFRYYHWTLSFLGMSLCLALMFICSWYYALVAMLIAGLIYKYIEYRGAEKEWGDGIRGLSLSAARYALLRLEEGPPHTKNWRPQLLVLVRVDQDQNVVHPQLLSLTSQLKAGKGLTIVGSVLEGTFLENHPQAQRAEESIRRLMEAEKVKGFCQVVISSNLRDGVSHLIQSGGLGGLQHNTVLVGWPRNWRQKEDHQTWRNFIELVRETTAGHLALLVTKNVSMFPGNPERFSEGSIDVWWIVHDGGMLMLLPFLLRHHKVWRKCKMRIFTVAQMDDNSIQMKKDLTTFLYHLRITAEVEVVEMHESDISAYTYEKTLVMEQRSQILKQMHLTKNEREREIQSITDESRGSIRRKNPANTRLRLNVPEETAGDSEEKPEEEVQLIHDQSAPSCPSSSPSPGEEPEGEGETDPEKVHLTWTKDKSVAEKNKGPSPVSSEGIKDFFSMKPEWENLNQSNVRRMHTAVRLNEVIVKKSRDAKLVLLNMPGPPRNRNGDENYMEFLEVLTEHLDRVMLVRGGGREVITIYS
p97 inhibitor: inhibitors of human p97 ATPase. P55072. recombinant p97 ATPase, Kinase-Glo ATP luminescence, 3 h. inhibition, % at 8 µM. 0.42% of 220,000 active. AID 1481; in the data active = inhibition above about 15%;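 also: 0% = DMSO vehicle and 100% = wells lacking enzyme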
An asterisk follows results filed as active; nt = no result given; [ ] = another dose, or the depositor's remark.

SMILES	thrombin 1536	Wee1 degr inh	PERK inhibitor	KLK5 inh	Furin inh	FXIa inh	FXIIa inh	KCC2 mod	p97 inhibitor
COC(=O)CCCC(=O)N1CCCC(CCC(=O)NCc2ccc(F)c(F)c2)C1 (stereo not drawn)	-2	1	1.2	2	-30	-1	3	-1.8	1
CC(C)NC(=O)c1cc2n(n1)C(C(F)(F)F)CC(c1ccco1)N2 (stereo not drawn)	-6	2	0.5	-14	-13	-7	2	-0.71	-4
CCN(CC)c1ccc(/C=N/NC(=O)c2cccc(S(=O)(=O)Nc3ccccc3OC)c2)c(O)c1	10	2	-1.1	5	-5	7	2	-0.031	-3
COc1ccccc1N1CCN(C(=O)CSc2nnc3c4ccccc4nc(Cc4ccccc4)n23)CC1	-3	3	1.1	4	-1	9	13	-0.88	4
O=C(c1cnc(N2CCN(c3ncccn3)CC2)c2ccccc12)N1CCN(c2ncccn2)CC1	-5	1	-0.6	12	-14	-9	3	-0.034	3
CC(Oc1ccc(Cl)cc1Cl)c1nc(-c2ccc(NC(=O)c3ccco3)cc2)no1 (stereo not drawn)	1	2	-2.1	1	-2[20 µM]	-2	9	nt	-8
O=C(c1ccccc1)c1ccc2nc(-c3ccc(NC(=O)c4ccccc4F)cc3)[nH]c2c1	0	1	0.4	4	-22[20 µM]	0	-2	-0.39	4
Cc1cccc(NC(=O)C2CCCN2C(=O)Oc2ccccc2)c1 (stereo not drawn)	-7	3	-0.3	-23	-10[20 µM]	-2	5	-0.78	1
CSc1ccc(S(=O)(=O)Nc2cccc(F)c2)cc1	0	-1	0.6	-15	-5[20 µM]	6	-1	nt	-9
CCOC(=O)c1cccc(C(=O)OCC)n1	2	1	1.4	-10	-7	4	17	1.2	1
CN1C(=O)c2ccccc2N(C)C1c1ccc2c(c1)OCO2 (stereo not drawn)	-6	0	0.3	-110	-48	-9	-8	-0.21	8
COc1ccc(C(=O)C[n+]2cccc(Br)c2)cc1	-9	0	0.8	-1	-18	-1	10	-0.48	5
COc1ccc(N/C=C\C(=O)c2ccc3c(c2)OCO3)cc1	-8	1	0.7	-16	-13[20 µM]	4	-2	0.25	1
CCCOc1ccc(C2NC(=S)NC(c3ccccc3)=C2C(=O)Nc2ccc(C)cc2)cc1OC (stereo not drawn)	-11	1	-0.7	-6	-9	7	9	-2	-1
COc1ccc(CC(=O)NCc2csc(-c3cccs3)n2)cc1OC	-6	1	-0.1	-2	-11	0	3	-0.0014	9
COc1ccc(S(=O)(=O)Nc2cc(C(C)C)c(O)cc2C)cc1	-6	-2	0.0	-12	30*[20 µM]	-2	5	-0.42	4
O=C(CC1C(=O)NCCN1Cc1ccc(Cl)c(F)c1)NCCc1cccnc1 (stereo not drawn)	4	1	1.8	4	-22	5	5	0.71	8
CCN1C(c2ccccc2)=C(c2ccccc2)S/C1=C/C=C1\SC(=S)N(C)C1=O	-6	-1	0.6	-5	-14[20 µM]	3	4	-0.16	5
CC(OC(=O)C1CCC(=O)N1)C(=O)Nc1cc(Cl)cc(Cl)c1 (stereo not drawn)	-1	1	0.0	-11	-14	5	8	-0.058	7
Cc1occc1C(=O)N/N=C/c1ccc(Cl)c([N+](=O)[O-])c1	-2	2	0.3	-20	-22	10	10	0.29	4
O=C(COC(=O)c1ccc[nH]c1=O)NC1CCCC1	-1	-1	1.2	-9	-23	1	5	1.3	2
CC(=O)N(C)c1nnc(-c2ccccn2)s1	-4	-1	0.3	-12	-8[20 µM]	-7	6	0.96	1
CCOc1ccc(-n2c(Cc3cc(=O)[nH]c(=O)[nH]3)nnc2SCC(=O)NC2CCCC2)cc1	2	-2	0.3	-6	-8	18	7	-0.0013	-5
Cc1c(C(=O)N/N=C/c2ccccc2)sc(=S)n1C	-3	-2	-0.1	-5	-14	-17	-15	-1.4	3
CNc1nc(-c2ccc([N+](=O)[O-])cc2)cs1	0	-3	1.2	-6	-6[20 µM]	1	15	0.098	3

Furin inh: what is marked active above.
SMILES	thrombin 1536	Wee1 degr inh	PERK inhibitor	KLK5 inh	Furin inh	FXIa inh	FXIIa inh	KCC2 mod	p97 inhibitor
COc1ccc(S(=O)(=O)Nc2cc(C(C)C)c(O)cc2C)cc1	-6	-2	0.0	-12	30*[20 µM]	-2	5	-0.42	4

Carrying on:
SMILES	thrombin 1536	Wee1 degr inh	PERK inhibitor	KLK5 inh	Furin inh	FXIa inh	FXIIa inh	KCC2 mod	p97 inhibitor
C/C(Cn1cnc([N+](=O)[O-])n1)=N/NC(=O)COc1c(Cl)cc(Cl)cc1Cl	-6	-2	0.1	-16	-17	-5	0	-0.11	-2
CCCCNC(=O)COC(=O)c1cc(F)c(F)cc1Cl	-3	0	0.6	-5	-33[20 µM]	5	16	-0.11	6
CCN(Cc1nc2cc(OC)c(OC)cc2c(=O)[nH]1)C(=O)c1ccc(S(=O)(=O)N(C)C)cc1	-1	1	1.2	-42	-4[20 µM]	-3	5	-1.6	7
CCC(C)Sc1nc2c(c(=O)[nH]c(=O)n2C)n1C (stereo not drawn)	1	1	0.5	-7	-11	1	10	0.39	4
CC(C)NC(=S)N/N=C/c1c[nH]c2ccccc12	-4	15*	0.0	-17	5	-6	2	-0.52	4
Cc1ccc(C2CC(=O)C(C=NCCN3CCN(C(=S)Nc4ccccc4)CC3)=C(O)C2)cc1 (stereo not drawn)	4	0	1.4	-13	-25	-4	3	-0.96	1
Cc1ccc(C2C(C(=O)c3cccs3)=C(O)C(=O)N2CCN2CCOCC2)o1 (stereo not drawn)	-1	-1	0.8	6	-22[20 µM]	7	5	0.49	3
C=CCN1C(=O)C2(C(C(=O)c3ccc(C)o3)=C(O)C(=O)N2CCCN2CCOCC2)c2ccccc21 (stereo not drawn)	8	-1	1.6	-11	-13	16	25	0.36	4
Cn1c(=O)c(C(=O)COC(=O)c2cc(-c3ccccc3)nc3ccccc23)c(N)n(Cc2ccccc2)c1=O	2	-1	0.0	-4	-11	23	32	1.5	6
CC(=O)OCCN(C)c1cc(SC(C)C)c2nonc2c1[N+](=O)[O-]	-7	-4	-0.7	8	14	14	17	-0.041	-3
CN(C)/C=C(\C#N)c1nc2ccccc2[nH]1	0	0	1.5	-18	-21[20 µM]	-4	0	nt	2
O=C(/C=C/c1cccc([N+](=O)[O-])c1)NCc1ccccc1	-8	-1	0.2	-2	5	-1	8	1	2
COc1cc(NC(=O)c2ccc(Cl)cc2)c(OC)cc1NC(=O)CN1CCCCC1	-6	-1	-0.3	-3	-7	-3	0	-0.016	-7
CCOC(=O)c1ccc(-n2c(C)ccc2C)cc1	0	-1	0.1	-9	-29	7	7	-0.95	5
Cc1cc(NC(=O)Cn2nc(C)c([N+](=O)[O-])c2C)no1	-2	-1	0.9	2	-19	-3	6	-0.31	2
CC1(C)C(=O)Nc2ccccc2N1C(=O)COC(=O)c1cc(S(=O)(=O)N2CCOCC2)ccc1F	17	6	-0.6	21	0	6	10	-0.19	-4
CC(C)c1nc2oc3c(NCC4CCCO4)ncnc3c2c2c1COC(C)(C)C2 (stereo not drawn)	-4	0	-0.3	-10	-21	-20	-18	0.23	-3
CCCCNC(=S)NC(=O)c1ccccc1Br	-9	4	-0.8	-30	-27	-8	-1	35*	-5
CC(NC(=O)Cn1c(NCCO)nc2ccccc21)c1ccccc1 (stereo not drawn)	3	-2	1.4	-2	4[20 µM]	1	20	-2.3	0
COc1ccc(/C(C)=N/NC(=O)c2cc(-c3cccnc3)nc3ccccc23)cc1	-5	2	0.2	-31	-24	1	4	0.69	7
Cc1ccc2c(c1)c(CC(=O)Nc1ccc(F)cc1)c(C(=O)O)n2C	7	-1	0.8	-7	-9[20 µM]	6	13	-0.047	-2
CCCCCn1c(CN2CCN(C(=O)OCC)CC2)nc2c1c(=O)n(C)c(=O)n2C	nt	-1	-0.6	nt	-19[20 µM]	nt	nt	-0.021	-3
COc1ccc(C2C3=C(OC(C)=O)c4ccccc4C3=Nc3c2c(=O)n(C)c(=O)n3C)cc1 (stereo not drawn)	0	1	-0.3	4	-16	1	8	0.068	-1
C=CCn1nnnc1-c1cc(Cl)cc(Cl)c1	-5	-4	0.9	-10	-21	-5	2	nt	4
O=C(NC1(C(F)(F)F)NC(=O)N(Cc2cccnc2)C1=O)c1ccc(F)cc1 (stereo not drawn)	-5	1	-0.1	26	-5[20 µM]	-5	7	nt	-4

Next section:
SMILES	thrombin 1536	Wee1 degr inh	PERK inhibitor	KLK5 inh	Furin inh	FXIa inh	FXIIa inh	KCC2 mod	p97 inhibitor
CC(C)c1ccc(NC(=O)N2CCC(c3nc4ccccc4o3)CC2)cc1	5	1	-0.9	-19	-19	5	17	0.23	-1
O=C(Nc1ccc([N+](=O)[O-])cc1)Nc1ccc2[nH]c(=O)[nH]c2c1	2	1	1.2	nt	-22	3	9	-1.4	-1
CCn1c(SCC(=O)OC(C)C)nnc1-c1ccccc1OC	3	-1	0.7	-15	-19	-5	7	-2.2	0
CCOC(=O)c1ccc(NC(=S)NCCc2ccc(OC)c(OC)c2)cc1	-2	-1	1.0	1	-8	2	5	-0.84	4
COc1ccc(C2=NCN(c3ccc(C)cc3)C(=S)N2)cc1	-4	2	0.4	-9	-6[20 µM]	6	10	-0.4	-4
COc1cc2c(cc1NC(=O)CSc1nc3ccc(C)cc3[nH]1)oc1ccccc12	-4	0	-0.8	-15	-7	5	8	-0.071	10
COc1ccc(-c2nc(N)n(C(=O)c3cccs3)n2)cc1	-12	-5	0.7	2	-43	-1	8	0.057	3
CC(=O)Nc1sc(N/N=C\c2ccco2)nc1-c1cccs1	-1	0	-0.6	-4	-19	-4	12	-0.002	5
COc1ccc(CCn2c(N)cc(=O)[nH]c2=O)cc1OC	-17	-2	-0.5	-6	-28	-4	5	-0.45	0
CCN1CCc2c(OCC(=O)Nc3cccc(C)c3)cccc2C1=O	-3	1	-0.3	0	-28	2	3	-1.1	1

Some of the entries so far, field by field.
COc1ccc(/C(C)=N/NC(=O)c2cc(-c3cccnc3)nc3ccccc23)cc1
  thrombin 1536 = -5
  Wee1 degr inh = 2
  PERK inhibitor = 0.2
  KLK5 inh = -31
  Furin inh = -24
  FXIa inh = 1
  FXIIa inh = 4
  KCC2 mod = 0.69
  p97 inhibitor = 7
Cc1ccc2c(c1)c(CC(=O)Nc1ccc(F)cc1)c(C(=O)O)n2C
  thrombin 1536 = 7
  Wee1 degr inh = -1
  PERK inhibitor = 0.8
  KLK5 inh = -7
  Furin inh = -9[20 µM]
  FXIa inh = 6
  FXIIa inh = 13
  KCC2 mod = -0.047
  p97 inhibitor = -2
CCCCCn1c(CN2CCN(C(=O)OCC)CC2)nc2c1c(=O)n(C)c(=O)n2C
  thrombin 1536 = nt
  Wee1 degr inh = -1
  PERK inhibitor = -0.6
  KLK5 inh = nt
  Furin inh = -19[20 µM]
  FXIa inh = nt
  FXIIa inh = nt
  KCC2 mod = -0.021
  p97 inhibitor = -3
COc1ccc(C2C3=C(OC(C)=O)c4ccccc4C3=Nc3c2c(=O)n(C)c(=O)n3C)cc1 (stereo not drawn)
  thrombin 1536 = 0
  Wee1 degr inh = 1
  PERK inhibitor = -0.3
  KLK5 inh = 4
  Furin inh = -16
  FXIa inh = 1
  FXIIa inh = 8
  KCC2 mod = 0.068
  p97 inhibitor = -1

As entered above.
CC(=O)Nc1sc(N/N=C\c2ccco2)nc1-c1cccs1 – Furin inh = -19
CCN1CCc2c(OCC(=O)Nc3cccc(C)c3)cccc2C1=O – thrombin 1536 = -3
COc1ccc(CCn2c(N)cc(=O)[nH]c2=O)cc1OC – FXIa inh = -4
O=C(Nc1ccc([N+](=O)[O-])cc1)Nc1ccc2[nH]c(=O)[nH]c2c1 – PERK inhibitor = 1.2
